All columns: NCI-60 one-dose screen, growth in % after 48 h at 10 µM unless noted; 100 = growth as untreated, 0 = no growth, -100 = all killed.
NCI-H23: NCI-H23 lung cancer | hit rate 4% among 80,000 | AID 1794731
COLO 205: COLO 205 colon cancer; hit rate 7.3% among 79,000
SW-620: SW-620 colon cancer; hit rate 5.2% among 82,000; AID 1794795
NCI-H226: NCI-H226 lung cancer; AID 1794732; hit rate 3.5% among 79,000
HT29: HT29 colon cancer; hit rate 7.4% among 81,000; AID 1794748
NCI-H460: NCI-H460 lung cancer; hit rate 6.8% among 82,000
HCT-15: HCT-15 colon cancer. hit rate 5.2% among 82,000
NCI-H322M: NCI-H322M lung cancer; hit rate 2.7% among 80,000; AID 1794733
NCI-H522: NCI-H522 lung cancer. AID 1794739. hit rate 8% among 78,000
Numbers without * were called inactive; · = not tested or not shown; [ ] = another dose, or the depositor's remark. Rule for the calls: active = growth percent below 10; inactive = the rest.

1. Cc1ccc2c(CC(=O)Nc3nc4ccccc4[nH]3)coc2c1
2. COc1ccc(Br)c(C(=O)Sc2nnnn2-c2cccc(Cl)c2)c1
3. CCCCCCCCC/C(=N\NC(=O)c1ccncc1)c1ccc(O)c(O)c1O
4. CCCc1n(Cc2ccc3ccccc3c2)cc[n+]1Cc1ccc2ccccc2c1
5. O=c1oc2c(cc1-c1ccccc1)c(=O)[nH]c1ccccc12
6. Nc1cc(N2C(=O)c3ccccc3C2=O)ccc1Cl
7. COc1ccc(-n2nc(C(=O)O)nc2-c2cc(OC)c(OC)c(OC)c2)cc1
8. Cc1ccc(-c2ccc(F)cc2)n1-c1ccc(F)cc1

assay / entry	1	2	3	4	5	6	7	8
NCI-H23	95	103	22	-28*	96	107	99	72
COLO 205	112	107	28	-67*	107	109	112	86
SW-620	103	106	43	8.1*	105	115	110	67
NCI-H226	91	98	34	0.2*	102	103	98	82
HT29	131	104	29	-22*	97	109	103	47
NCI-H460	116	105	4.1*	3.3*	105	115	115	80
HCT-15	114	96	35	54	98	105	100	66
NCI-H322M	114	82	36	23	104	104	99	66
NCI-H522	98	103	36	·	94	96	·	75

Single records, from the list above.
Results for Cc1ccc(-c2ccc(F)cc2)n1-c1ccc(F)cc1 = NCI-H23 = 72; COLO 205 = 86; SW-620 = 67; NCI-H226 = 82; HT29 = 47; NCI-H460 = 80; HCT-15 = 66; NCI-H322M = 66; NCI-H522 = 75
Results for CCCc1n(Cc2ccc3ccccc3c2)cc[n+]1Cc1ccc2ccccc2c1 = NCI-H23 = -28*; COLO 205 = -67*; SW-620 = 8.1*; NCI-H226 = 0.2*; HT29 = -22*; NCI-H460 = 3.3*; HCT-15 = 54; NCI-H322M = 23; NCI-H522 = ·

The list continues:
9. CCCOC(=O)c1ccc(OCC)cc1
10. O=C1Nc2ccc(F)cc2C12CC(c1ccc(Br)cc1)=NN2 (stereo unspecified)
11. NC(=O)[C@H]1[C@@H]2C(=O)N(c3ccccc3)C(=O)[C@@H]2[C@@H]2c3ccccc3C=NN12
12. C=CCOC(=O)Nc1cccc(Cl)c1
13. COc1ccc(-c2nnc(SCC(=O)Nc3ccc(C(=O)/C=C/c4ccccc4)cc3)o2)cc1
14. S=C(Nc1ccccc1)N(/N=C/C=C/c1ccccc1)c1nnc(-c2ccccc2)c(-c2ccccc2)n1
15. CCCCCCCCC(=O)N1CCCC1
16. Oc1cc(O)c2c(c1)O[C@H](c1ccc(O)c(O)c1)[C@@H](O)C2

assay / entry	9	10	11	12	13	14	15	16
NCI-H23	91	98	109	98	90	95	102	95
COLO 205	110	106	110	107	116	·	117	108
SW-620	108	118	99	98	99	104	103	106
NCI-H226	114	98	101	100	90	87	107	97
HT29	110	103	108	86	95	108	101	97
NCI-H460	105	108	113	102	87	101	109	113
HCT-15	103	100	105	99	92	102	97	100
NCI-H322M	103	93	100	102	88	96	97	105
NCI-H522	98	90	115	70	72	86	81	90

17. COc1cc(N)c2ncccc2c1OC
18. COc1ccc(N)cc1C(=O)Nc1cccc(C2CC(=O)c3c(cc(OC)c(OC)c3OC)O2)c1 (stereo unspecified)
19. COC(OC)C1=C(C)OC(N)=C(C#N)C12C(=O)Nc1ccccc12 (stereo unspecified)
20. C/C(=N\NC(=O)c1ccccc1N)c1ccccc1O
21. CCCC(O)(c1ccccc1)C(c1ccccc1)C1CCCCN1 (stereo unspecified)
22. CCNC(=S)Cc1ccccc1
23. N#CC(c1cccc([N+](=O)[O-])c1)C(CC(=O)c1ccccc1)c1ccccc1 (stereo unspecified)
24. CSc1ncc(Br)c(Sc2nc(N)nc3nc[nH]c23)n1

assay / entry	17	18	19	20	21	22	23	24
NCI-H23	94	80	·	39	98	98	86	40
COLO 205	103	99	102	9.9*	109	·	112	121
SW-620	88	94	86	32	99	105	98	83
NCI-H226	94	77	90	53	98	93	79	63
HT29	96	90	102	37	93	102	66	57
NCI-H460	102	80	97	24	105	106	93	44
HCT-15	115	53	95	26	106	104	87	61
NCI-H322M	102	84	98	26	·	98	97	73
NCI-H522	83	56	6.5*	·	91	100	53	60

25. O=C(/C=C1\C=CN(CCCCCF)c2ccccc21)n1ccc2ccccc21
26. COC(=O)C[C@](O)(CCC(C)C)C(=O)O[C@@H]1C(OC)=C[C@]23CCC(=O)N2CCc2cc4c(cc2[C@H]13)OCO4
27. O=c1ccn(CCCOc2ccccc2Cl)c(=O)[nH]1
28. CC(=O)OC[C@@]1(C)C2CC[C@]3(C)C(CC=C4C5CC(C)(C)CC[C@]5(C(=O)Nc5cccc(C)c5)CC[C@]43C)[C@@]2(C)C[C@@H](OC(C)=O)[C@@H]1OC(C)=O (stereo partly specified)
29. O=C1C=C(C(O)c2cc(Cl)ccc2O)C(=O)c2ccccc21 (stereo unspecified)
30. COc1ccc2c(c1)c(/C=C/C(=O)O)c(Cl)n2Cc1ccc(Cl)cc1
31. COC(=O)c1c(I)cccc1[N+](=O)[O-]
32. O=c1oc2ccccc2cc1-c1csc(N2N=C(c3ccc(Cl)cc3)CC2c2ccccc2)n1 (stereo unspecified)

assay / entry	25	26	27	28	29	30	31	32
NCI-H23	104	100	97	45	96	99	109	95
COLO 205	118	123	110	46	104	104	114	127
SW-620	102	113	97	41	107	101	113	109
NCI-H226	95	95	100	39	83	93	115	105
HT29	101	106	102	26	95	114	112	112
NCI-H460	109	115	105	13	112	112	109	122
HCT-15	100	102	101	31	107	90	101	103
NCI-H322M	97	105	95	66	93	99	133	100
NCI-H522	95	89	104	40	85	91	·	102

33. C[C@]12CCC(=O)C=C1C=CC1C2CC[C@@]2(C)C1CC[C@@]21CCC(=O)O1 (stereo partly specified)
34. O=C(SC(=O)c1ccccc1)c1ccccc1
35. CC(O)c1nc2c(c(=O)n(C)c(=O)n2C)n1C (stereo unspecified)
36. Nc1ccc(C(=O)Nc2ccccc2)cc1
37. NS(=O)(=O)c1nc(Cl)c2[nH]cnc2n1
38. Cc1ccc(-c2nc(SCC(=O)c3ccc(Br)cc3)nc(Nc3cccc(S(N)(=O)=O)c3)c2C#N)cc1
39. CCOC(=O)c1c(C)nc2[nH]n(-c3ccccc3)c(=O)c2c1-c1ccc(Cl)cc1
40. COc1cc2c(c(OC)c1OC)-c1ccc(NNC(N)=S)c(=O)cc1[C@@H](NC(C)=O)CC2

assay / entry	33	34	35	36	37	38	39	40
NCI-H23	88	102	114	102	100	93	102	5.1*
COLO 205	109	108	108	104	97	111	120	-96*
SW-620	111	99	110	106	108	105	105	25
NCI-H226	89	121	104	99	111	87	104	28
HT29	88	·	113	103	90	105	118	-18*
NCI-H460	100	108	107	109	108	118	106	-3.1*
HCT-15	94	107	104	99	114	94	108	39
NCI-H322M	108	108	98	110	102	96	104	65
NCI-H522	84	107	90	92	82	99	98	-63*

Going on with the list.
The line under a structure holds: NCI-H23	COLO 205	SW-620	NCI-H226	HT29	NCI-H460	HCT-15	NCI-H322M	NCI-H522
41. CC1=NNC(=O)C1NNc1ccccc1 (stereo unspecified)
 : 106	133	115	121	104	141	112	115	98
42. CCOc1cc(C(=O)Nc2ccc(Cl)cn2)cc(OCC)c1OCC
 : 102	120	99	95	99	100	87	110	97
43. Cc1nccn1-c1ccc(C(=O)/C=C2\C(=O)Nc3ccccc32)cc1
 : 95	123	77	109	104	107	95	106	70
44. COc1c(F)ccc(C(=O)Nc2ccc3nc(NC(=O)C4CCCN(S(=O)(=O)c5ccc(C#N)cc5)C4)sc3c2)c1F (stereo unspecified)
 : 89	97	102	90	86	97	90	101	86
45. Brc1cc(Br)c(/C=C/c2c(Br)cc(Br)cc2Br)c(Br)c1
 : 106	120	110	104	114	113	107	99	125
46. COc1cc(/C=C2\SC(=S)N(CC(=O)O)C2=O)ccc1OCCCCCCOc1ccc(/C=C2\SC(=S)N(CC(=O)O)C2=O)cc1OC
 : 102	120	102	99	111	109	112	113	113
47. O=C(Nc1ccccc1)C1CN(Cc2ccco2)CCS1 (stereo unspecified)
 : 92	105	96	82	97	93	89	83	75
48. S=C(S)N1CCN(C(=S)S)CC1
 : 102	104	109	96	97	114	103	109	93
49. Cc1nc(/N=C(\N)NC(=O)Nc2ccccc2)sc1C
 : 77	99	83	80	92	96	44	92	73
50. CCCCCCCCCCCC(C)=O
 : 109	104	107	·	104	106	100	116	99
51. CC1=NN(c2cc(Cl)c(S(=O)(=O)O)cc2Cl)C(=O)C1N=Nc1ccc(S(=O)(=O)O)cc1 (stereo unspecified)
 : 106	114	98	107	114	112	108	123	112
52. CCCc1nc2c(c(=O)n(C)c(=O)n2C)n1C
 : 106	109	102	98	107	108	98	99	101
53. C=CCOc1ccn(C)c(=O)n1
 : 102	103	101	·	102	106	95	104	97
54. O=C(CC(=O)c1ccccc1)CC(O)(/C=C/c1ccccc1)c1ccccc1 (stereo unspecified)
 : 94	119	83	96	36	106	83	102	65
55. COc1ccc(-c2cc(C(=O)N=Nc3c(O)n(Cc4ccccc4)c4ccccc34)no2)cc1
 : 98	106	103	102	102	103	101	101	84
56. CCCn1nc(C(=O)N2CCCCC2)c2c1CCC(Nc1ccc(Oc3ccccc3)cc1)C2 (stereo unspecified)
 : 101	111	98	100	112	101	81	91	89
57. CC(=O)Nc1nc(-c2ccc(F)c(NS(=O)(=O)c3cccc4c(N(C)C)cccc34)c2)cs1
 : 84	112	103	74	96	85	73	97	76
58. Oc1c(CNCCNCc2cc(Cl)cc(Cc3ccccc3)c2O)cc(Cl)cc1Cc1ccccc1
 : 17	8.8*	30	9.8*	31	8.1*	26	23	44
59. CCOC(=O)c1[nH]c2c(c1C)C(=O)CSC2
 : 74[100 µM]	99[100 µM]	97[100 µM]	72[100 µM]	83[100 µM]	70[100 µM]	81[100 µM]	87[100 µM]	73[100 µM]
60. CCN(c1ccccc1)c1nc(Cl)nc2c1cnn2-c1ccccc1
 : 101	109	100	85	100	102	95	105	99
61. CC(=O)NCCCCCCN1CCCCC1
 : 95	106	100	108	95	105	90	107	68
62. Nc1c2c(=O)oc3c4ccccc4nc3c2[nH]n1CCO
 : 98	88	103	98	89	100	99	105	90
63. C=C1CCC2C3(C)COC(c4cc(F)cc(F)c4)OC3CCC2(C)C1C/C=C1/C(=O)OCC1O (stereo unspecified)
 : -39*	-68*	-62*	-21*	-29*	13	-35*	25	-80*
64. Ic1ccc2oc3ccccc3c2c1
 : 98	114	107	98	116	102	104	104	115
65. O=CNc1cccc(Cl)c1Cl
 : 102	110	99	97	96	97	97	110	86
66. N#Cc1c(-c2ccccc2)nc(SCC(=O)NNc2ncnc3ccccc23)n(Cc2ccccc2)c1=O
 : ·	105	105	103	117	109	102	109	103
67. COC1OC2COC(c3ccccc3)OC2C(O)C1NC(=O)c1ccccc1 (stereo unspecified)
 : 105	108	98	100	100	98	100	109	84
68. O=C(O)c1ccccc1Nc1cccc(Cl)c1
 : 101	102	111	110	94	115	104	93	86
69. COc1ccc2c(c1)CC[C@@H]1[C@@H]2CC[C@]2(C)C=CC[C@@H]12
 : 107	115	104	111	110	97	104	116	113
70. COC(=O)c1[nH]nc(OC)c1C1(C(C#N)c2nc3ccccc3s2)CCCc2ccccc21 (stereo unspecified)
 : 97	103	104	85	96	99	102	100	98
71. NC[C@H](O)c1ccc(O)c(O)c1
 : 99	109	105	109	102	103	104	110	102

From PubChem
